SMARCA2 act = SMARCA2 function activation, primary screen; MG213 cells, MMTV-luciferase reporter, dexamethasone, overnight; AID 652017; actives 1% (n = 370,000); activation, % at 9.1 µM; in the data active means activation above about 7.8%;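 further: 0% = vehicle wells and 100% = reference activator wells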
ADAM17 inh = inhibits human ADAM17; P78536; recombinant ADAM17, EDANS/DABCYL FRET peptide cleavage; inhibition, % at 6.95 µM; actives 0.83% (n = 370,000);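 active means inhibition above the mean of compounds lying between control limits plus 3 SD, set per campaign, cut at about 8.5% in these data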;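 further: 0% = DMSO-only wells as the low control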
Target sequence (P78536 215-824 limits assumed): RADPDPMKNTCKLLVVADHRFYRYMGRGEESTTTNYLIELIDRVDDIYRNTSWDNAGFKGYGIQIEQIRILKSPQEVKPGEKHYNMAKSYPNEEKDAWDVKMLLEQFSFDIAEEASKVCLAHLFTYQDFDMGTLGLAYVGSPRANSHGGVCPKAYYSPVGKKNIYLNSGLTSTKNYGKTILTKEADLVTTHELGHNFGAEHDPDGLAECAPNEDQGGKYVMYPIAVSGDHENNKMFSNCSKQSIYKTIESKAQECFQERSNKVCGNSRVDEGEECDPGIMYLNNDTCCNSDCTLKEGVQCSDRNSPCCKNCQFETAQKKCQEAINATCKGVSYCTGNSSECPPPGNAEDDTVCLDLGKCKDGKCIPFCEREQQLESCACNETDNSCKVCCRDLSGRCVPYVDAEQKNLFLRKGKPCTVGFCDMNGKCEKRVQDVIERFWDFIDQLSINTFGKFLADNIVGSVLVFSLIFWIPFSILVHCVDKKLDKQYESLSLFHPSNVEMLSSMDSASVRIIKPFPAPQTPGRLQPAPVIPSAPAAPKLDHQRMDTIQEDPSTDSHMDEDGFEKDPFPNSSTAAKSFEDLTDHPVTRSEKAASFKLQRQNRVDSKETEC
MBD2 DNA inh = MBD2-methylated oligo binding inhibition; TR-FRET, MBD2 binding to methylated oligonucleotide; Q9UBB5; actives 0.31% (n = 370,000); inhibition, % at 4.4 µM; in the data active means inhibition above about 13%
DAX1 inh-1 = NR0B1 (DAX1) inhibition | HEK293 Gal4-DAX1 luciferase reporter, luminescence | inhibition, % at 6.75 µM | actives 0.99% (n = 340,000) | AID 504766;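 active means inhibition above the mean over all tested compounds plus 3 SD, cut at about 4.2% in these data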;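 further: 0% = DAX1-transfected cells with DMSO and 100% = empty-vector control cells with DMSO; inhibition shows as a rise in luminescence from relieved DAX1 repression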
Target sequence (P51843 207-470 limits assumed): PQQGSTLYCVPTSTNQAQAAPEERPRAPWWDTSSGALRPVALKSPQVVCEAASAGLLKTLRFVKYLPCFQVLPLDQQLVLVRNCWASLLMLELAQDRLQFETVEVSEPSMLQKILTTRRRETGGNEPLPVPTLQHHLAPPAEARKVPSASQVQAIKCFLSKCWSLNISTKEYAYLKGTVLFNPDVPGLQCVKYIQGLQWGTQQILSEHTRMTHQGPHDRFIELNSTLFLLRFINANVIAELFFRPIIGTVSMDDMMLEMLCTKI
PLCg1 inh = PLC-gamma1 (human) inhibition, primary screen; purified PLC-gamma1, fluorogenic substrate, fluorescence; inhibition, % at 12.2 µM; actives 0.84% (n = 370,000); AID 720700; in the data active means inhibition above about 9.5%
ssDAF-12 act = S. stercoralis DAF-12 activation, primary screen | HEK293 ssDAF-12/GRIP1 lit1-tk-luc reporter, luminescence; % of 3 µM dafachronic acid response | actives 1% (n = 370,000) | activation, % at 6.8 µM;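 active means activation above the mean over all tested compounds plus 3 SD, cut at about 0.9% in these data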;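 further: 0% = DMSO-only wells and 100% = 3 µM delta7-dafachronic acid wells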
hcDAF12 agonist = H. contortus DAF-12 activation, primary screen | HEK293 hcDAF-12 lit1-tk-luc reporter, luminescence; 0% DMSO, 100% Δ7-dafachronic acid | activation, % at 6.8 µM | actives 1.4% (n = 370,000) | AID 652067;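 active means activation above the mean of all tested compounds plus 3 SD, cut at about 5.5% in these data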;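 further: 100% = response to 3 µM Δ7-dafachronic acid high control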
DAX1 inh-2 = DAX1 (NR0B1) inhibition, primary screen; HEK293T StAR-luciferase reporter, SF-1/DAX-1 repression relief; inhibition, % at 6.8 µM; actives 1.1% (n = 370,000); AID 652010;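 active means inhibition above the mean over all tested compounds plus 3 SD, cut at about 3.6% in these data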;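 further: 0% = DAX-1 cells with DMSO and 100% = cells lacking DAX-1 with DMSO; higher inhibition means more luminescence from relief of DAX-1 repression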
PLC-beta3 inh = PLC-beta3 (human) inhibition, primary screen | Purified PLC-beta3, fluorogenic substrate, fluorescence | actives 0.18% (n = 370,000) | Q01970 | inhibition, % at 12.2 µM; in the data active means inhibition above about 11%;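 further: 0% = median of compound wells on plate and 100% = full blocker control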
Rev-erbA mod = modulates human Rev-erb alpha binding to DNA | Rev-erbα–FITC-DNA binding, fluorescence polarization, 90 min | activity, % at 10 µM | actives 0.79% (n = 370,000);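 active means activity above about 14%, limit read from the data; passing the limit was not always enough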;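 further: 0% = DMSO wells with 35 nM protein and 100% = DMSO wells with 750 nM protein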
hgDAF12 agonist = agonists of H. glycines DAF-12 nuclear receptor; HEK293 GAL4-hgDAF12 UAS-luciferase reporter, agonist luminescence; normalized to butyrate control; activation, % at 6.8 µM; actives 1.8% (n = 370,000); AID 687014;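 active means activation above a cutoff set at the mean of all screened compounds plus 3 SD, cut at about 10% in these data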;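 further: 0% = DMSO wells and 100% = sodium butyrate wells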
* marks the source's active call; other numbers are inactive results; x = no result given.

Each structure is followed by: SMARCA2 act	ADAM17 inh	MBD2 DNA inh	DAX1 inh-1	PLCg1 inh	ssDAF-12 act	hcDAF12 agonist	DAX1 inh-2	PLC-beta3 inh	Rev-erbA mod	hgDAF12 agonist
- CC(=O)CSc1ccc(-c2nc3cc(C)c(C)cc3[nH]2)cn1
→ -5	-40	0	-7.7	-33	-3.3	-4.3	-3.3	-53	0	-12
- COc1ccc(N2C(=O)CC(N3CCN(c4ccccc4)CC3)C2=O)cc1 (stereo unspecified)
→ 2	0	1	2.5	0	-1.7	-2.1	0.2	-6	-1	-1.6
- CCOC(=O)N1C(=O)C[C@](Sc2ccc(OC)cc2)(C(=O)N2CCOCC2)[C@H]1c1ccc(OC)cc1
→ 1	-2	-6	x	0	-0.8	0.1	-2.1	1	-1	4.1
- Cc1cc(C)n(C(C)CC(=O)Nc2ccc3c(c2)OCO3)n1 (stereo unspecified)
→ -2	-6	1	0.1	-2	-0.4	-0.8	-0.1	-9	-7	2.5
- O=C(COC(=O)c1cncc(Br)c1)NCc1ccccc1
→ 0	-4	1	-1.0	-5	-1.5	0.2	-0.3	-15	-1	0.2
- CC(C)c1ccccc1N=C1SCCN1C1CCS(=O)(=O)C1 (stereo unspecified)
→ 0	2	-2	0.7	1	-0.5	-0.8	1.1	0	13	-1.1
- O=C(NC(=S)Nc1ccccc1N1CCOCC1)c1ccccc1F
→ 0	5	4	0.1	2	-1.4	-0.3	-2.8	-3	-1	1.0
- Nc1nc(SCC(=O)Nc2cccc(S(=O)(=O)N3CCCCCC3)c2)n[nH]1
→ -1	0	2	-0.8	0	-1.0	-1.5	-0.3	-6	-1	-1.7
- CCOc1ccc2c(c1)C(NC(C)=O)C(=O)N2CCN1CCOCC1 (stereo unspecified)
→ 1	-2	-7	2.7	0	-1.0	0.5	0.4	-11	-1	1.7
- O=[N+]([O-])c1cc(S(=O)(=O)Nc2ccccc2)ccc1NCc1ccccc1
→ -3	4	3	-0.1	-2	-1.7	-0.2	-0.2	-1	-2	0.1
- Cc1cc(NC(=O)c2cc3ccccc3o2)ccc1NC(=O)c1ccccc1
→ -2	-46	5	2.3	-1	-1.6	-2.2	-0.5	-1	4	1.9
- Cc1ccsc1C(=O)N1CCCC(C(=O)c2cc(F)ccc2F)C1 (stereo unspecified)
→ -3	-1	2	1.0	4	-1.4	0.1	-0.4	5	-6	-0.3
- CC(c1nc2ccccc2n1Cc1ccccc1)n1c(-c2cnccn2)nc2ccccc21 (stereo unspecified)
→ -3	-19	0	x	-85	-1.3	-1.1	0.7	-109	3	-1.8
- CCN(C1CCS(=O)(=O)C1)S(=O)(=O)c1ccc2ccccc2c1 (stereo unspecified)
→ -1	-3	-7	1.2	2	-1.3	-1.7	0.4	3	1	-1.1
- COc1ccccc1C(=O)NCCc1nc2ccccc2[nH]1
→ 2	-1	-6	-1.3	3	-1.5	-0.4	-0.1	-27	4	-0.1
- Cc1cc(C)cc(SCc2noc(C(=O)NCC3CCCO3)c2C(=O)O)c1 (stereo unspecified)
→ 0	2	1	0.1	2	-1.5	-1.4	-0.3	-1	-8	-1.2
- CCOC(=O)C1=CC[C@H]2c3c(c4ccc(OC)cc4n3C)C(=O)C1N2S(=O)(=O)c1ccc(C)cc1
→ 0	-2	1	-0.5	-139	-0.5	0.6	-0.3	-187	6	2.9
- COc1ccc(CCNCC(O)COc2c(C)cccc2C)cc1OC (stereo unspecified)
→ 0	-3	3	0.2	2	-1.4	-0.8	0.0	-4	0	-0.3
- O=C(NCCc1ccccc1Cl)C1CC(=O)N(C2CCCCC2)C1 (stereo unspecified)
→ 4	0	-4	-0.5	1	-0.9	-0.3	-0.4	-8	7	-1.1
- COc1cc(NC(=O)Nc2ccc3c(c2)OCO3)cc(OC)c1OC
→ 3	-2	-3	0.1	-1	-1.2	0.2	0.2	1	2	-1.1
- COc1ccc(Cl)cc1NC(=O)COC(=O)CNC(=O)C1CCCCC1
→ -2	1	-1	0.2	-4	-0.2	0.2	-1.5	-6	4	-2.4
- Cc1ccc(C(=O)c2c(NC(=O)c3ccccc3)sc(C)c2C)cc1
→ -1	-1	3	-1.0	5	-1.3	0.1	-0.5	-2	-4	0.8
- COc1ccccc1OCCNC(=O)c1ccc(C(C)(C)C)cc1
→ 8.2*	4	0	1.8	3	0.1	1.8	1.0	-7	3	4.9
- C#CCNC(=O)C[C@H]1C(=O)N(CCCOC)C2=CCCC[C@@]21C(=O)OCC
→ 2	-3	-6	x	0	-1.2	-1.3	-0.1	1	4	-0.7
- CC1(C(=O)NS(=O)(=O)Cc2cccc(Cl)c2)CCN1C(=O)CCc1ccccc1 (stereo unspecified)
→ -4	-1	2	x	-3	-0.7	-1.4	0.3	-7	3	-0.6
- CCC(C)NC(=O)CSc1ccc(NC(C)=O)cc1 (stereo unspecified)
→ 1	-3	3	3.5	-3	-0.4	-0.4	-0.7	-1	-1	-1.1
- CCC1(c2ccccc2)NC(=O)N(CC(=O)c2ccc3c(c2)OCO3)C1=O (stereo unspecified)
→ -2	-1	1	-0.4	-2	-0.5	1.1	0.1	-6	0	-0.9
- Cc1cc(CN2CCOCC2)c(O)c(C2(C)CCCCC2)c1
→ 0	-2	-6	0.4	4	-0.8	-0.3	-0.2	3	18*	2.1
- COC(=O)C1=C(C)N(c2ccc(OC)c(OC)c2)C(=O)/C1=C\c1ccco1
→ -1	-6	0	-1.4	-4	-1.6	0.4	-0.4	-3	0	-2.8
- O=c1c2c([nH]c3ccccc13)CCCCCC2
→ -1	2	0	1.7	4	-0.6	1.6	-1.6	4	3	-3.2

Later entries:
Each structure is followed by: SMARCA2 act	ADAM17 inh	MBD2 DNA inh	DAX1 inh-1	PLCg1 inh	ssDAF-12 act	hcDAF12 agonist	DAX1 inh-2	PLC-beta3 inh	Rev-erbA mod	hgDAF12 agonist
- CCc1sc(NC(=O)C(C)C)nc1-c1ccccc1
→ -2	-5	0	0.8	-2	-2.1	-1.2	-0.9	-10	0	0.9
- COc1ccc(NC(=O)N2CCN(c3cccc(C(F)(F)F)c3)CC2)cc1OC
→ -3	-4	-3	0.4	2	-1.7	-2.5	-0.8	0	2	-1.9
- Cc1ccc(NC(=O)NNC(=O)C2CC(c3cccnc3)=NO2)cc1 (stereo unspecified)
→ 2	1	0	-0.4	0	-0.8	-0.8	-0.9	1	0	-0.9
- Cc1ccc(-c2nn(-c3ccccc3)cc2CO)o1
→ 7	-8	-6	0.8	-12	0.0	3.6	1.1	-14	-7	9.7
- CC(C)(C)OC(=O)NCc1cc2c(cc1/C=C/S(=O)(=O)NC1CCCC1)OCO2
→ 0	-21	-2	x	-7	-1.2	-4.1	-1.3	-12	6	0.9
- O=C(NN1C(=O)C2C(C1=O)C1C=CC2C12CC2)c1ccccc1 (stereo unspecified)
→ 1	0	1	1.5	1	-1.4	-0.6	-0.3	2	-3	-1.8
- COc1cc(OC)c(C2C(C#N)=C(N)OC3=C2C(=O)CC(C)(C)C3)cc1OC (stereo unspecified)
→ -4	-10	7	0.5	-19	-0.9	-1.5	0.1	-22	-4	0.5
- CC(C)(C)SC(=O)CC1NS(=O)(=O)OCC1NC(=O)OCC(Cl)(Cl)Cl (stereo unspecified)
→ -2	-3	4	-0.2	-1	-1.2	-0.8	-0.2	5	-4	-0.3
- CCCn1c(SCC(=O)Nc2ccccc2Cl)nc(O)cc1=O
→ -1	-4	5	-0.4	4	-1.2	0.1	1.3	-7	0	-3.4
- Cn1c(-[n+]2c(-c3ccccc3)cc(-c3ccccc3)cc2-c2ccccc2)nc2cc([N+](=O)[O-])ccc21
→ -1	-1	3	-1.2	0	0.1	5.0	0.4	1	4	-1.4
- COc1ccc(S(=O)(=O)Nc2ccc(-c3ccc4nnc(C)n4n3)cc2)c(OC)c1
→ -4	-7	-7	1.3	-18	-0.7	-0.6	-2.5	-45	4	-7.0
- C=C(C)CNC(=S)N=Nc1c(O)[nH]c2ccc([N+](=O)[O-])cc12
→ -4	1	1	-1.5	1	-1.1	-0.2	0.2	0	-4	2.1
- CNc1ncc(C(=O)c2ccc(Cl)c(Cl)c2)s1
→ 3	4	-2	0.8	-5	-1.7	-1.3	0.2	-12	4	3.4
- NS(=O)(=O)c1ccc(CCNC(=O)C(=O)c2c[nH]c3ccccc23)cc1
→ -3	-2	-5	-0.8	0	-0.5	4.3	0.5	-2	-1	-2.2
- O=C(CCNS(=O)(=O)c1cccc2nonc12)NC1CCCCCC1
→ 0	-3	4	-0.6	2	-0.5	-0.8	-0.3	2	-2	-0.6
- Cc1ccc(S(=O)(=O)N(C)CC(=O)N(C)Cc2cccs2)cc1
→ -1	-5	1	2.5	2	-0.9	-0.9	-0.2	1	1	-1.9
- COCCn1c(SCC(=O)Nc2cc(OC)ccc2OC)nc2c(c1=O)SC(C)C2 (stereo unspecified)
→ -2	-4	1	-2.2	2	-1.2	-1.9	-0.5	-1	2	2.5
- CC1CCN(CCCNC(=O)C2CCC(CNS(=O)(=O)c3cccc4nsnc34)CC2)CC1 (stereo unspecified)
→ 5	-7	-5	0.6	5	-1.1	0.6	0.3	-5	-3	1.4
- Cc1cc(NC(=O)CSc2nnc(C(C)N(C)C)n2-c2ccc(F)cc2)no1 (stereo unspecified)
→ -1	-4	1	-0.6	-1	-0.7	1.3	0.2	-8	-1	-1.3
- O=C(COC(=O)Cc1ccc(Br)cc1)NCC1CCCO1 (stereo unspecified)
→ -5	-4	1	2.8	0	-1.3	1.0	-0.2	2	-5	-2.1
- O=C(O)CCCNc1ccc(S(=O)(=O)N2CCCCC2)cc1
→ -5	0	-2	-0.6	3	-0.8	1.3	0.0	-7	1	-1.6
- Cc1nnc(NCc2ccncc2)c2ccccc12
→ -2	-3	-1	0.0	-22	-0.8	1.6	-0.1	-22	x	1.1
- C/C(=N/NC(=O)c1ccc(Cl)s1)c1ccc(NC(=O)COc2ccc(Cl)cc2)cc1
→ -4	-2	1	0.6	-1	-0.6	-0.9	0.1	-3	-5	-2.9
- CC(C)NC(=O)COCc1cc(-c2ccc3c(c2)OCO3)on1
→ 3	0	9	-0.2	4	-0.6	0.9	0.4	-8	4	2.6
- CCn1c(=O)c2[nH]c(Cl)nc2n(CC)c1=O
→ 1	-3	2	-0.9	0	-1.0	-2.8	1.2	-2	3	0.2
- Cc1ccc(-c2nn(CC(=O)NCc3ccccn3)c(=O)c3ccccc23)cc1S(=O)(=O)N(C)C
→ -2	0	1	x	1	-0.8	-2.5	-0.3	-8	-4	-4.6
- O=C(c1cccc(Br)c1)N1CCN(C(=O)N2CCOCC2)CC1
→ 1	-1	1	0.6	3	-1.3	-0.2	-0.5	4	4	-0.8
- CSCCC(NS(=O)(=O)c1ccccc1)C(=O)Nc1nccs1 (stereo unspecified)
→ 4	2	-8	0.9	0	-0.6	-0.7	-0.1	-5	-1	-0.2
- COCCSc1nnc(NC(=O)CS(=O)(=O)c2ccccc2)s1
→ -3	1	-3	0.3	8	-0.7	-1.3	0.4	0	10	0.3

Single records (already shown). Order of screens: SMARCA2 act, ADAM17 inh, MBD2 DNA inh, DAX1 inh-1, PLCg1 inh, ssDAF-12 act, hcDAF12 agonist, DAX1 inh-2, PLC-beta3 inh, Rev-erbA mod, hgDAF12 agonist
COc1ccc(Cl)cc1NC(=O)COC(=O)CNC(=O)C1CCCCC1 is listed with -2, 1, -1, 0.2, -4, -0.2, 0.2, -1.5, -6, 4, -2.4
CCc1sc(NC(=O)C(C)C)nc1-c1ccccc1 is listed with -2, -5, 0, 0.8, -2, -2.1, -1.2, -0.9, -10, 0, 0.9

Assay outcomes: PubChem BioAssay, several laboratories
